HCV NS3 hel inh: inhibitors of Hepatitis C virus NS3 helicase; NS3 helicase DNA unwinding, Cy5 molecular beacon fluorescence; inhibition, % at 10.9 µM; actives 0.56% (n = 290,000); AID 1800;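 active means inhibition above the mean of all tested compounds plus 3 SD, set per campaign, cut at about 35% in these data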;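 further: 0% = DMSO wells and 100% = thioflavine S control wells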
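Assay system: hepatitis C virus NS3 helicase domain fragment enzyme. Also added: annealed dual-labelled DNA beacon duplex, ATP-started. Timing: 1 h reaction at 25 °C, ATP-initiated. Technique: Cy5 fluorescence at 0 and 60 min, beacon hairpin quenching. Evaluation: % inhibition of unwinding. Replication: one well per compound.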
MEKK3 PB1 HTS: raises or lowers MEK5 binding to the human MEKK3 PB1 domain | Q99759 | bead-based flow cytometry, Alexa488-MEK5 binding to MEKK3; actives lie on both sides; 0 = blocked by unlabeled MEK5, 100 = vehicle | binding response (% of control), % at 10 µM | actives 1.4% (n = 290,000) | AID 1529;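 active means binding response more than 3 SD above or below the average of its plate-row segment, actives on both sides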;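 further: Alexa488 bead fluorescence after subtracting the streptavidin-only scavenger bead signal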
Target sequence (Q99759 whole entry, looked up, the tested form may be a part): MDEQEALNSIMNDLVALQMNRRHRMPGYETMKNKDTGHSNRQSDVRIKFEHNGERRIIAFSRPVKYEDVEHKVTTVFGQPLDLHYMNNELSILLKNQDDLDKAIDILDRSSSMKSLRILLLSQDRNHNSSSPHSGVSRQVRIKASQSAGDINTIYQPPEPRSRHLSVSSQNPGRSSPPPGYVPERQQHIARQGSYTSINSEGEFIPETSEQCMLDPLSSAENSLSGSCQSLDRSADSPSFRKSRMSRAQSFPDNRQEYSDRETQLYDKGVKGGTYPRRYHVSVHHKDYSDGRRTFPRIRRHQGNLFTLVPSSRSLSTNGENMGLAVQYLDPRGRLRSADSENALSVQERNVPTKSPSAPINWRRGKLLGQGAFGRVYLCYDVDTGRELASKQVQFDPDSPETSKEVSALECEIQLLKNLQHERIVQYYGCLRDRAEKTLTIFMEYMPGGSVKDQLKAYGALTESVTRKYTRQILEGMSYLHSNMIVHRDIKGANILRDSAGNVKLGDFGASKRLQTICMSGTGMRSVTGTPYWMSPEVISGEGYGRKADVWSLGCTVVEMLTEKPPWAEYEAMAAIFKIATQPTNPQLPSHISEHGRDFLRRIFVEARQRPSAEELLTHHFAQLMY
CRFBP-R2 agonist: agonists of human CRF-binding protein/CRF-R2 receptor complex; HEK293 CRF-R2/CRF-BP, calcium dye fluorescence (FLIPR); percent of saturating CRF peptide response; activation, % at 13.2 µM; actives 0.46% (n = 350,000); AID 588473;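 active means activation of at least 50%, plus an integration ratio under a set limit after plate pattern correction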;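 further: plate controls were neutral control wells without compound for no effect and CRF at EC100 for full effect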
MEKK2mut PB1 HTS: signal of MEK5 binding to mutant human MEKK2 PB1 domain; bead flow cytometry, Alexa488-MEK5 binding to MEKK2 mutant; percent response, % at 10 µM; actives 0.35% (n = 290,000); AID 1530; in the data active means percent response above about 24%, passing the limit was not always enough; further: inactives centre near 1; some results filed as inactive read as strong as hits; reference of the scale not given here
CRFR2-BP antag: blocks CRF-induced signaling of the CRF-BP/CRF-R2 complex | HEK293 CRF-R2/CRF-BP, CRF-induced calcium fluorescence | inhibition, % at 11.8 µM | actives 0.59% (n = 350,000) | AID 588475;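 active means inhibition of the ligand-induced calcium signal above about 50% at the single tested concentration, limit read from the data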
GalR3 antagonist: blocks the human galanin receptor 3 | HEK293 GalR3-CNG cAMP membrane potential fluorescence; galR3 body fused to GalR1 C-terminus | inhibition, % at 3 µM | actives 0.44% (n = 360,000) | AID 651719;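 active means inhibition above the screen-wide average plus 3 SD, cut at about 13% in these data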;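 further: forskolin and galanin both at EC90 stimulate the cells; cAMP rise reported by CNG channel membrane potential dye signal; 0% = forskolin plus galanin with DMSO and 100% = forskolin alone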
Target sequence (O60755 1-299 limits assumed): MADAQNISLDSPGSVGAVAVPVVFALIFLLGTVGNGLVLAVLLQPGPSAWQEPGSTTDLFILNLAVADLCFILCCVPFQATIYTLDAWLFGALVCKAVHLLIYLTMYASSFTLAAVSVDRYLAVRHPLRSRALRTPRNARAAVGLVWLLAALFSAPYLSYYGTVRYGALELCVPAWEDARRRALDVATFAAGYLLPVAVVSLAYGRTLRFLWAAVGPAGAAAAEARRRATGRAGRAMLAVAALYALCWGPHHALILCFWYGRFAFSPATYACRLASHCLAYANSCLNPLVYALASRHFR
DNA FID counter: displaces DNA intercalator in HCV helicase counter-screen. DNA fluorescent intercalator displacement, fluorescence. inhibition, % at 7.9 µM. actives 0.17% (n = 290,000). AID 1845; in the data active means inhibition above about 37%;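 further: 0% = vehicle and 100% = reference compound; higher means more ethidium bromide displaced from hairpin DNA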
SUMO HTRF inh: SUMOylation inhibition; actives 0.36% (n = 290,000); HTRF SUMOylation assay, SAE1/SAE2 + UBC9, in vitro; inhibition, % at 35 µM; in the data active means inhibition above about 50%, passing the limit was not always enough; further: strong numbers were not always called active
Target sequence (P63279 whole entry, looked up): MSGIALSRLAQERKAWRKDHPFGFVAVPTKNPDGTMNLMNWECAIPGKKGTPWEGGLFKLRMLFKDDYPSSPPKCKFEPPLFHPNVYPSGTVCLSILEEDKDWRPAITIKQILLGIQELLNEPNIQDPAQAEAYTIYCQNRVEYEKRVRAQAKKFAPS
MEKK2wt PB1 HTS: raises or lowers MEK5 binding to wildtype human MEKK2 PB1 domain; Q9Y2U5; bead flow cytometry, Alexa488-MEK5 binding to MEKK2 WT; actives lie on both sides; binding response (% of control), % at 10 µM; actives 1.1% (n = 290,000); AID 1531; in the data active means binding response below about 67% or above about 130%
Active calls of the source: *; . = not tested or not shown; & = joins results of further samples.

SMILES | HCV NS3 hel inh | MEKK3 PB1 HTS | CRFBP-R2 agonist | MEKK2mut PB1 HTS | CRFR2-BP antag | GalR3 antagonist | DNA FID counter | SUMO HTRF inh | MEKK2wt PB1 HTS
CC(=O)c1ccc(NC(=S)N(Cc2ccccc2)C(C)C2CC2)cc1 (centres undefined) | 12 | 101 | 1.9 | -2 | 1 | 1 | 6 | 3 | 99
CCOC(=O)C1=C(c2ccccc2)NC(SCC(=O)Nc2cccc(C)c2)=C(C#N)C1c1ccco1 (centres undefined) | 15 | 94 | 7.0 | 2 | -9 | -7 | -14 | -37 | 97
Cc1nn(C(=O)c2ccco2)c(C)c1Sc1ccccc1 | 6 | 98 | 0.9 | -1 | -16 | -1 | -3 | -12 | 98
O=c1c(Oc2ccccc2Br)c(C(F)(F)F)oc2c(CN3CCCC3)c(O)ccc12 | -7 | 105 | 0.0 | 11 | -3 | -5 | 2 | 20 | 110
COCCCC/C(=N\OCCN)c1ccc(C(F)(F)F)cc1 | -47&-28 | 110&108&101&106 | -1.3&-0.1&-0.4&1.0&-1.7 | 7&4&3&5 | -17&-9&7&-6&-20 | -4 | 29&20 | 22&-3&-2 | 102&119&107&109
Cc1cccc(NC(=O)CN2CCC(NC(=O)C3CCCCC3)CC2)c1C | 0 | 119 | -1.6 | 0 | 3 | -4 | -4 | 10 | 104
O=c1cc(CN2CCOCC2)c2ccc(O)c(O)c2o1 | 2 | 100 | -0.9 | 1 | 1 | -8 | 0 | -15 | 97
COc1ccc(C2C(C#N)=C(C)NC3=C2C(=O)CC(C)(C)C3)cc1 (centres undefined) | 2 | 103 | 2.5 | 4 | -8 | -3 | -12 | 27 | 104
CCn1c(SCC(=O)Nc2ccc3c(c2)c2ccccc2n3CC)nnc1-c1cnccn1 | -7 | 99 | -0.7 | -1 | -30 | -1 | -22 | -10 | 97
Cc1ccc(NC(=O)Cn2c(=O)oc3ccccc32)c(C)c1 | 5 | 102 | 0.2 | 0 | 2 | -11 | 1 | 7 | 102
O=C(O)CC(NC(=O)C12CC3CC(CC(C3)C1)C2)c1cccc([N+](=O)[O-])c1 (centres undefined) | -5 | 93 | -1.6 | -4 | 8 | 2 | -21 | 4 | 90
Cc1ccccc1Nc1c(N)c(=O)oc2ccccc12 | 3 | 113 | -2.4 | 3 | -14 | -2 | -4 | 0 | 108
CCOc1ccc(CNC(=O)C(C)n2nc(C)c3c(C)n(-c4ccccc4)nc3c2=O)cc1 (centres undefined) | -1 | 102 | -0.7 | 4 | 5 | -6 | -38 | 5 | 102
COC(=O)c1cccc(NC(=S)Nc2cc(Cl)ccc2OC)c1 | 7 | 101 | 0.0 | 0 | 9 | 1 | -4 | -3 | 100
Cc1ccc(Oc2cc(NC(=O)CCCn3nc(C)c([N+](=O)[O-])c3C)cc([N+](=O)[O-])c2)cc1 | -18 | 95 | -0.8 | 1 | 2 | -6 | 0 | -33 | 111
COc1cccc(C(=O)NCC(=O)OCC(=O)c2ccccc2)c1 | 11 | 91 | -1.4 | -2 | -17 | 2 | -3 | -2 | 89
COc1ccc([N+](=O)[O-])cc1/C=N/NC(=O)CNC(=O)c1cccc(F)c1 | 3 | 100 | -0.1 | 3 | -11 | 4 | 4 | -2 | 104
COc1ccc(-c2nnc(SCC(=O)c3cccs3)n2-c2ccc(Cl)cc2)cc1 | 10 | 102 | 1.2 | -3 | 23 | -6 | -10 | -12 | 97
Cc1ccc(NC(=O)CS(=O)CC(=O)N(CC(=O)NC(C)(C)C)c2cccc(C)c2C)cc1 (centres undefined) | -13 | 102 | 0.1 | -6 | 35 | -8 | -44 | -3 | 94
CCCc1cc(=O)oc2c3c(cc(OCC(=O)NCc4ccncc4)c12)OC(C)(C)CC3 | -2 | 101 | -2.5 | 4 | -2 | 15* | -37 | 36 | 109
CCCN(CC(=O)Nc1ccccc1OC)C(=O)c1cc(S(=O)(=O)NCc2ccccc2)ccc1C | -11 | 104 | -0.4 | 6 | 6 | -2 | -34 | 9 | 108
Cc1cc(NC(=O)COC(=O)c2c(C)nn(-c3ccccc3)c2C)no1 | 6 | 99 | -2.1 | -3 | -14 | -3 | -16 | 28 | 101
Cc1nc[nH]c(=O)c1Br | 1 | 101 | 1.1 | 0 | 3 | 1 | -1 | -7 | 99
COc1ccc(NC(=O)CN2CCCN(S(=O)(=O)c3ccc(F)cc3)CC2)c(OC)c1 | -12 | 104 | -3.4 | 3 | 33 | 0 | -26 | -1 | 103
Cc1cccc(C)c1OCC(O)Cn1ccnc1C (centres undefined) | . | 89 | 0.1 | 0 | 12 | -2 | . | 5 | 109
C=CCc1c(C)nc2cc(-c3ccccc3)[nH]n2c1=O | -2 | 102 | -0.9 | 7 | 8 | -2 | -2 | 12 | 112
Cc1cc(C)n2nc(C(=O)Nc3ccc4c(c3)OCO4)nc2n1 | 1 | 110 | -0.9 | 18 | -18 | 3 | -3 | 23 | 113
CNNC(=S)Nc1cccc(SC)c1 | 1 | 95 | 0.1 | 3 | 22 | -6 | -8 | -3 | 100
Cc1c(C)n(C)c2ccc(C(=O)NCCc3ccco3)cc12 | 9 | 99 | -0.1 | -1 | 4 | -3 | -71 | 13 | 96
CC(C)[C@H]1C=C(C(=O)O)O[C@@H](OCCCCO)C1 | . | 96 | 0.2 | 2 | -6 | -1 | . | 10 | 95
CC1(C)CC(NC(=O)c2ccc(Cl)cc2)CC(C)(C)N1 | 1 | 107 | 0.3 | 3 | -5 | -9 | 4 | 6 | 107
COc1ccc([N+](=O)[O-])cc1/C=N/NC(=O)Cc1ccccc1 | -5 | 99 | -2.3 | 0 | -10 | 0 | -2 | -3 | 97
CC1(C)C(=O)NCCN1C(=O)CCC(=O)O | 3 | 109 | -0.8 | 10 | 17 | -7 | 5 | -7 | 102
COc1ccc(S(=O)(=O)N2CCc3ccccc3C2)cc1OC | 0 | 101 | 0.9 | 5 | 8 | -6 | -15 | 23 | 105
CCCc1ccc2oc(C(=O)N3CCCC3)c(C)c2c1 | -7 | 102 | -2.7 | 1 | 3 | 6 | -33 | 8 | 101
C=CCNC(=O)c1onc(CSc2cccc(OC)c2)c1C(=O)NCC=C | . | 93 | -0.8 | 4 | -3 | -3 | . | -15 | 95
COc1ccc(NC(=O)c2cccnc2Cl)c(S(=O)(=O)N2CCOCC2)c1 | 8 | 88 | -1.3 | -14 | -2 | -4 | -3 | 11 | 89
COCC(C)n1c(C)cc(C(=O)Cn2c(=O)oc3ccccc32)c1C (centres undefined) | -4 | . | 0.9 | . | 0 | 0 | -5 | -17 | .
Cc1ccc(-c2nnc(CSc3nc(C)nc4sc(C)c(C)c34)o2)cc1 | . | 102 | -1.6 | 4 | 8 | . | . | 2 | 102
CC(=O)c1c(C)oc2ccc(N(C(C)=O)S(=O)(=O)c3cccc4cccnc34)cc12 | 0 | 88 | 1.8 | -2 | -9 | -5 | -25 | 3 | 87

Of the compounds above, 4 contain fluorine.
SMILES | HCV NS3 hel inh | MEKK3 PB1 HTS | CRFBP-R2 agonist | MEKK2mut PB1 HTS | CRFR2-BP antag | GalR3 antagonist | DNA FID counter | SUMO HTRF inh | MEKK2wt PB1 HTS
O=c1c(Oc2ccccc2Br)c(C(F)(F)F)oc2c(CN3CCCC3)c(O)ccc12 | -7 | 105 | 0.0 | 11 | -3 | -5 | 2 | 20 | 110
COCCCC/C(=N\OCCN)c1ccc(C(F)(F)F)cc1 | -47&-28 | 110&108&101&106 | -1.3&-0.1&-0.4&1.0&-1.7 | 7&4&3&5 | -17&-9&7&-6&-20 | -4 | 29&20 | 22&-3&-2 | 102&119&107&109
COc1ccc([N+](=O)[O-])cc1/C=N/NC(=O)CNC(=O)c1cccc(F)c1 | 3 | 100 | -0.1 | 3 | -11 | 4 | 4 | -2 | 104
COc1ccc(NC(=O)CN2CCCN(S(=O)(=O)c3ccc(F)cc3)CC2)c(OC)c1 | -12 | 104 | -3.4 | 3 | 33 | 0 | -26 | -1 | 103

More results
SMILES | HCV NS3 hel inh | MEKK3 PB1 HTS | CRFBP-R2 agonist | MEKK2mut PB1 HTS | CRFR2-BP antag | GalR3 antagonist | DNA FID counter | SUMO HTRF inh | MEKK2wt PB1 HTS
Cc1nc2sc(C(c3ccco3)N3CCOCC3)c(O)n2n1 (centres undefined) | -2 | 103 | -0.8 | 6 | 12 | -10 | -6 | 13 | 107
COc1ccc(N2CC(NC(=O)N3CCN(c4ccccc4)CC3)CC2=O)cc1 (centres undefined) | -3 | 100 | 0.5 | 0 | 13 | -6 | -21 | 7 | 97
COc1cc(C(=O)N/N=C/c2sc(=O)n(-c3ccccc3)c2Cl)cc(OC)c1OC | 7 | 101 | 1.2 | 1 | 1 | -9 | -21 | 7 | 100
CC1CC(C(F)F)n2nc(C(=O)Nc3sc4c(c3C#N)CCC(C(C)(C)C)C4)nc2N1 (centres undefined) | 3 | 98 | 2.0 | 6 | 4 | -5 | -3 | 10 | 103
Cc1ccc(OCC(=O)Nc2c(C)ccc3nsnc23)cc1 | -4 | 102 | -0.8 | 1 | 8 | -1 | -14 | 15 | 102
O=C(NCc1ccccc1)N1CCC(CO)(Cc2cccc(F)c2)CC1 | 9 | 100 | 2.1 | -2 | -6 | -5 | -19 | 8 | 97
COc1ccc(/C=C/c2cc(-c3ccc(C)cc3)o[n+]2C)cc1 | -53 | 109 | 5.1 | 18 | -27 | -4 | 6 | 43 | 155*
CCC(CC)C(=O)Nc1nnc(SCC(=O)NC(C)(C)C)s1 | -1 | 93 | -0.1 | -1 | 0 | -5 | -3 | 0 | 102
CCn1c(CNC(=O)c2ccccc2F)nnc1SCC(=O)NC1CCCCC1C (centres undefined) | 6 | 101 | 3.1 | 5 | -12 | -3 | -17 | 3 | 103
CCOC(=O)C1=C(C)N=c2s/c(=C/c3cccc([N+](=O)[O-])c3O)c(=O)n2C1c1ccc(OC)cc1OC (centres undefined) | 14 | 98 | -0.7 | 0 | 59* | -7 | -23 | 10 | 90
CCOC(=O)c1cc2ccc(OC(=O)c3ccco3)cc2oc1=O | 3 | 103 | 1.5 | 1 | 1 | -5 | -1 | 35 | 100
O=C(COc1ccc2c(C(F)(F)F)cc(=O)oc2c1)Nc1ccc2c(c1)OCCO2 | 6 | 102 | 3.8 | 0 | 2 | -2 | 1 | 23 | 94
O=C(CC1C(=O)NCCN1Cc1ccc(F)cc1Cl)NC1CCCCCCC1 (centres undefined) | 6 | 105 | -0.2 | 9 | -16 | -4 | -34 | 5 | 104
O=[N+]([O-])c1ccc(/C=N/n2cn[nH]c2=S)cc1 | -4 | 97 | 4.1 | -1 | -7 | 1 | -7 | 9 | 93
Cc1cc(C)c(NC(=O)CN(c2ccccc2)S(=O)(=O)N(C)C)c(C)c1 | 1 | 104 | -0.9 | 4 | -8 | -3 | -19 | 14 | 101
O=C(Nc1ccc2[nH]c(=S)sc2c1)Nc1ccccc1F | 6 | 96 | 0.2 | -10 | 4 | -8 | 6 | 21 | 86
O=C(CSc1ncccn1)NCc1ccc(Cl)cc1 | 3 | 99 | -3.3 | -1 | -3 | -4 | -7 | -17 | 101
CCCc1noc2c1/C(=N\O)CC(CC(C)SCC)C2 (centres undefined) | 0 | 100 | 0.9 | -1 | 45 | -3 | -16 | -7 | 97
COc1ccc(Br)cc1C(=O)Nc1nnn(C)n1 | -2 | 111 | -2.8 | 6 | -5 | -2 | 2 | 23 | 114
COc1ccc(C(=O)N/N=C/c2ccc(OC)c(COc3ccc(F)cc3F)c2)cc1 | -18 | 104 | 0.0 | 2 | 6 | -5 | -26 | 22 | 102

Screens from PubChem.

Not all compounds are listed, so the mix of outcomes need not match the whole.
